# PDI turbidity: blocks human protein disulfide isomerase activity; P07237; PDI insulin aggregation turbidity, A650, 90 min; inhibition, % at 10 µM; 350,000 compounds, 0.052% hits;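 active = mean inhibition across replicates of 30% or more, whatever share of single replicates reach that level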;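 note: absorbance from insulin aggregation driven by PDI reduction with DTT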
# Target sequence (P07237 whole entry, looked up): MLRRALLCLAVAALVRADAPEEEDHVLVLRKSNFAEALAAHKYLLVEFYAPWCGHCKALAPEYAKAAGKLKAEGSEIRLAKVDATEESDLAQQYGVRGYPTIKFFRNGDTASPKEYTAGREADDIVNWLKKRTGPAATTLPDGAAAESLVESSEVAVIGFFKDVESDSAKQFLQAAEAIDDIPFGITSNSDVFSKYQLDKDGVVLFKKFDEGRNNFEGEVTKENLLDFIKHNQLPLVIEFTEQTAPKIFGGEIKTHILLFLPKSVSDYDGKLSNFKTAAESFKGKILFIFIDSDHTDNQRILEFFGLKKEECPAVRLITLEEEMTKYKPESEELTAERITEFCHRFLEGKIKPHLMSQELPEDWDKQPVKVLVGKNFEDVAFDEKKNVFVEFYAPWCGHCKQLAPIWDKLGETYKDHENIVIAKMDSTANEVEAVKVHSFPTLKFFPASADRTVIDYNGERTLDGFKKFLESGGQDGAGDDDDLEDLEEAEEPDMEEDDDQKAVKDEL
# HTR2A ag: activates the mouse 5-HT2A serotonin receptor | AID 624169 | CHO-K1 mHTR2A beta-arrestin complementation, luminescence; percent of 30 µM serotonin response | 360,000 compounds, 0.66% hits | activation, % at 7.6 µM | P35363;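 active = activation above a run cutoff, the mean activation of all tested compounds plus 3 SD, cut at about 14% in these data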;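 note: 0% = plate median of compound wells and 100% = 30 µM serotonin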
# Target sequence (P35363 whole entry, looked up): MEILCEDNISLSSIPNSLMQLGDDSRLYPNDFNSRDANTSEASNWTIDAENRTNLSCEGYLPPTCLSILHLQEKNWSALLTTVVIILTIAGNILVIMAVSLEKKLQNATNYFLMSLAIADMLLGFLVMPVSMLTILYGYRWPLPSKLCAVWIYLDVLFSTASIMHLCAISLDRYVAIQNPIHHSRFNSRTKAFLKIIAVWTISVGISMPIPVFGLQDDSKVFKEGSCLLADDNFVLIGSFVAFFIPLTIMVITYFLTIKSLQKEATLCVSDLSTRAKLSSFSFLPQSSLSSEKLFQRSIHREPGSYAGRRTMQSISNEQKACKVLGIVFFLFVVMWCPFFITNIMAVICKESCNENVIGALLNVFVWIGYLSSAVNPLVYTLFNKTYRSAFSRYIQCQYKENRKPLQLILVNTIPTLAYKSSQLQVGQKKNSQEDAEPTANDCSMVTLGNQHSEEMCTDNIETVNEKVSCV
# Cardio protect: modulators protecting cardiomyocytes from myocardial damage. AID 588492. 360,000 compounds, 0.63% hits. H9c2 cardiomyocytes, H2O2 injury protection, ATPLite, 2 h. protection from H2O2 cell death, % at 20 µM;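 active = compounds giving at least 50% protection of heart cells from peroxide-induced death in the single-dose screen, raw or plate-pattern-corrected value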;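 note: 0% = DMSO wells with peroxide and 100% = DMSO wells without peroxide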
# CaV13 ICDI inh: Disruptors of the CACNA1D IQ motif to Ca2+-dependent inactivation inhibitor domain association, primary screening, Förster resonance energy transfer in intact living … | HEK cells, CFP/YFP FRET ICDI-IQ, plate reader, 10 min; percent FRET-ratio fall versus neutral wells | inhibition, % at 12.3 µM | 340,000 compounds, 0.098% hits | AID 743397;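 active = mean replicate inhibition of at least 30% and at least 1% of replicates passing that level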;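 note: 0% = median of the neutral control wells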
# Glyco luc inh: N-linked glycosylation inhibition; D54 ERlucT glycosylation luciferase reporter, 24 h; percent of 100 nM tunicamycin response; reporter increase, % at 12.5 µM; 360,000 compounds, 0.23% hits;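 active = mean luciferase reporter signal, scaled so untreated is 0 and the glycosylation-blocking control 100, at or above a set limit in every replicate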;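 note: luciferase carries N-glycosylation sites so blocking glycosylation raises the light; 0% = median of neutral control wells and 100% = median of 100 nM tunicamycin wells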
# ABCB6 inh MLPCN: blocks the human ABCB6 transporter. Q9NP58. K562-ABCB6 porphyrin accumulation, flow cytometry, 1 h; stronger effect = lower value. 360,000 compounds, 0.19% hits. fluorescence ratio to DMSO, % at 10 µM;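 active = fluorescence ratio to DMSO below 75%, the collection mean minus 3 SD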;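 note: signal is porphyrin accumulated inside mitochondria; 100% equals median channel fluorescence of DMSO control wells; lower ratio means ABCB6 inhibition with less porphyrin fluorescence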
# hiPSC survival: hiPSC single-cell survival enhancement; ATPlite luminescence; 100% = ROCK inhibitor wells, 0% = DMSO; survival enhancement, % at 20 µM; 360,000 compounds, 0.044% hits; AID 602274; in the data active = survival enhancement above about 18%;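 note: cells exposed to compounds for 16 hours before the ATP read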
# Vif imaging: blocks HIV Vif function. AID 602346. HEK293T cells, Vif self-association by quenched fluorescence, imaging, 24 h. inhibition, % at 7.49 µM. 340,000 compounds, 0.35% hits; in the data active = inhibition above about 50%, passing the limit was not always enough; note: some results filed as inactive read as strong as hits
# aDG glyco up: increases alpha dystroglycan glycosylation; Pro5-aDG cells, alpha-DG glycosylation AlphaScreen (IIH6); 0% Pro5, 100% B10-LARGE cell signal; activation, % at 10 µM; 360,000 compounds, 0.22% hits;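 active = activation of at least 8% versus controls, or a plate z-score of at least 8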;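 note: Pro5 are CHO cells carrying HIG-tagged alpha-DG that lacks glycosylation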
# Exocytosis inh: lytic granule exocytosis inhibition | TALL-104 LAMP-1 surface exposure, flow cytometry; cells stimulated with thapsigargin and PMA | 360,000 compounds, 0.66% hits | inhibition, % at 10 µM;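 active = inhibition above about 55%, limit read from the data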
# * = called active by the depositor; x = not tested or not shown.
1) COc1ccc(OC)c(NC(=O)C(CCS(C)(=O)=O)NC(C)=O)c1 (centres undefined)
2) CC1(C)CC(=O)C=C(c2cccc3c2Oc2ccccc2S3)C1
3) COc1ccc(NC(=O)CN(C)C(=O)c2cc(-c3ccc(OC)cc3)nc3ccccc23)cc1
4) COc1ccc(Cn2c(C3CC3)nc3ccc(NC(=O)c4ccco4)cc3c2=O)cc1
5) CCc1ccc(NC(=O)N(CCCN2CCOCC2)Cc2cccs2)cc1
6) Cc1nc(C)c(C(=O)C2=C(O)C(=O)N(CCN(C)C)C2c2cccs2)s1 (centres undefined)
7) Cc1cn([C@H]2C[C@H](O)[C@@H](CNCc3ccccc3)O2)c(=O)[nH]c1=O
8) CC(C)(C)c1cc(C(=O)N/N=C/c2ccc([N+](=O)[O-])s2)n[nH]1
9) COc1ccc(S(=O)(=O)N2CCCC(C(=O)NC3CC3)C2)cc1OC (centres undefined)
10) CC(=O)c1sc(NC(=O)c2ccc(Cl)cc2)nc1C

Screen / compound no.	1	2	3	4	5	6	7	8	9	10
PDI turbidity	5	0	-2	-4	-4	-2	2	14	-1	-1
HTR2A ag	2	-3	3	-6	-5	-3	-4	-5	6	-2
Cardio protect	-2	-8	20	10	2	-8	16	-1	-3	-4
CaV13 ICDI inh	x	-4	-1	x	-6	x	-3	-24	-6	4
Glyco luc inh	3	-1	2	-3	-3	0	3	-5	2	-3
ABCB6 inh MLPCN	96	100	92	93	97	102	99	124	102	99
hiPSC survival	1.7	-2.0	-0.4	-0.3	-0.2	5.9	0.0	-0.6	0.3	0.7
Vif imaging	10	-3	-18	-17	6	17	-2	-4	13	3
aDG glyco up	0.0	0.0	-0.4	0.3	0.1	-0.1	0.0	2.7*	0.0	0.0
Exocytosis inh	1	23	-4	19	2	5	0	12	0	0

11) CCn1cc(C(=O)NN)c(=O)c2cc(F)c(NC3CCCCC3)cc21
12) CCn1cc(C(=O)NCc2ccc3c(c2)OCO3)c(=O)c2cc(F)c(N3CCN(C)CC3)cc21
13) CCOC(=O)C1CCN(S(=O)(=O)c2cc(C(=O)OC)n(C)c2)CC1
14) O=C(NC1CCCCC1)C(c1ccccc1)N(C(=O)c1csnn1)C1CC1 (centres undefined)
15) COC(=O)C(NNc1ccccc1)(NC(=O)c1ccc(F)cc1)C(F)(F)F (centres undefined)
16) O=C(CSc1nnnn1C1CCCCC1)N1CCOCC1
17) CC(C)(C)C(C(=O)NC1CCCC1)N1CCN(c2ncccc2C#N)CC1 (centres undefined)
18) COc1ccc(S(=O)(=O)Nc2cccc3c2O[C@H](CN(C)C(=O)Nc2ccc(C(F)(F)F)cc2)[C@@H](C)CN([C@H](C)CO)C3=O)cc1
19) CCC(CC)C(=O)c1c[nH]c(C(=O)OC)c1
20) CCCc1n[nH]c(=O)[nH]1

Screen / compound no.	11	12	13	14	15	16	17	18	19	20
PDI turbidity	8	-3	-10	0	-2	-2	x	3	10	-1
HTR2A ag	6	-4	-5	1	4	5	7	2	1	-2
Cardio protect	0	2	-12	-1	-6	11	x	5	-2	-4
CaV13 ICDI inh	-3	x	-6	-4	-4	0	-9	-10	-5	x
Glyco luc inh	-2	1	1	1	0	-2	x	0	-3	-1
ABCB6 inh MLPCN	105	99	97	98	99	102	x	98	117	98
hiPSC survival	-0.5	0.0	-0.9	4.5	-2.1	0.2	x	1.6	-0.6	-1.1
Vif imaging	-11	3	-6	-10	-5	1	x	0	12	-8
aDG glyco up	0.0	0.1	-0.3	-0.2	-0.2	0.0	-0.1	-0.2	-0.2	2.2
Exocytosis inh	-4	6	-2	10	-2	0	-11	-2	0	0

21) COc1cccc(CN(C)C(=O)c2ccccc2SCC(=O)N2CCCC2)c1
22) Cc1noc(C)c1COc1ccc(C(=O)OCC(=O)NC(=O)C2COc3ccccc3O2)cc1 (centres undefined)
23) COc1cc(C(=S)N2CCCC2)ccc1OC(=O)c1ccc(Cl)cc1[N+](=O)[O-]
24) COc1cccc(NC(=O)CN(C)C(=O)c2ccc(OCC3CCCO3)cc2)c1 (centres undefined)
25) COc1ccc(C(=Cc2ccccc2)C(=O)O)cc1
26) COC(=O)CCCC1=CC2=CC(=O)C(C)(OC(=O)c3cccs3)C(=O)C2=CN1CCN1CCOCC1 (centres undefined)
27) CS(=O)(=O)N(CC(=O)NCc1ccc2c(c1)OCO2)Cc1ccccc1
28) CC(C)NC(=S)N1CCC(Cc2ccccc2)CC1
29) N/C(=N\OC(=O)c1ccc(Cl)c(Cl)c1)c1cccc(CSc2ccccn2)c1
30) CCOc1ccccc1C(=O)Nc1ccc2nc3n(c(=O)c2c1)CCCCC3

Screen / compound no.	21	22	23	24	25	26	27	28	29	30
PDI turbidity	-3	-4	8	6	18	-1	-9	-3	-2	-6
HTR2A ag	-1	3	4	10	7	0	-2	0	-1	-5
Cardio protect	6	-4	-22	10	-1	-4	-5	-7	-9	19
CaV13 ICDI inh	-6	1	x	-6	-6	-10	-8	3	-2	-2
Glyco luc inh	3	0	2	0	-1	-1	-2	-3	3	10
ABCB6 inh MLPCN	100	108	103	93	96	101	101	91	101	100
hiPSC survival	4.2	-0.1	0.1	-0.5	2.4	-0.3	-0.6	-0.5	0.0	0.2
Vif imaging	-6	-5	5	x	6	-3	1	1	23	5
aDG glyco up	0.3	-0.3	0.4	0.1	-0.1	0.1	-0.1	0.0	0.0	0.0
Exocytosis inh	-4	3	-1	-3	3	0	0	0	8	2

# Some of the entries so far, with bars between the fields:
no. | SMILES | PDI turbidity | HTR2A ag | Cardio protect | CaV13 ICDI inh | Glyco luc inh | ABCB6 inh MLPCN | hiPSC survival | Vif imaging | aDG glyco up | Exocytosis inh
21 | COc1cccc(CN(C)C(=O)c2ccccc2SCC(=O)N2CCCC2)c1 | -3 | -1 | 6 | -6 | 3 | 100 | 4.2 | -6 | 0.3 | -4
25 | COc1ccc(C(=Cc2ccccc2)C(=O)O)cc1 | 18 | 7 | -1 | -6 | -1 | 96 | 2.4 | 6 | -0.1 | 3
30 | CCOc1ccccc1C(=O)Nc1ccc2nc3n(c(=O)c2c1)CCCCC3 | -6 | -5 | 19 | -2 | 10 | 100 | 0.2 | 5 | 0.0 | 2
28 | CC(C)NC(=S)N1CCC(Cc2ccccc2)CC1 | -3 | 0 | -7 | 3 | -3 | 91 | -0.5 | 1 | 0.0 | 0
22 | Cc1noc(C)c1COc1ccc(C(=O)OCC(=O)NC(=O)C2COc3ccccc3O2)cc1 (centres undefined) | -4 | 3 | -4 | 1 | 0 | 108 | -0.1 | -5 | -0.3 | 3

# One compound at a time, from the list above. Order of values: PDI turbidity, HTR2A ag, Cardio protect, CaV13 ICDI inh, Glyco luc inh, ABCB6 inh MLPCN, hiPSC survival, Vif imaging, aDG glyco up, Exocytosis inh
# `CCOc1ccccc1C(=O)Nc1ccc2nc3n(c(=O)c2c1)CCCCC3` as listed: -6, -5, 19, -2, 10, 100, 0.2, 5, 0.0, 2
# `COc1cccc(NC(=O)CN(C)C(=O)c2ccc(OCC3CCCO3)cc2)c1` (centres undefined) as listed: 6, 10, 10, -6, 0, 93, -0.5, x, 0.1, -3
# `CC(C)NC(=S)N1CCC(Cc2ccccc2)CC1` as listed: -3, 0, -7, 3, -3, 91, -0.5, 1, 0.0, 0
# `N/C(=N\OC(=O)c1ccc(Cl)c(Cl)c1)c1cccc(CSc2ccccn2)c1` as listed: -2, -1, -9, -2, 3, 101, 0.0, 23, 0.0, 8
# `CS(=O)(=O)N(CC(=O)NCc1ccc2c(c1)OCO2)Cc1ccccc1` as listed: -9, -2, -5, -8, -2, 101, -0.6, 1, -0.1, 0

# Remaining list, next part:
31) O=C(CC1C[C@H](C(=O)N2CCOCC2)[C@@]2(CCC3CCCC3)c3[nH]c4ccccc4c3CCN2C1=O)NCCC1=CCCCC1 (some centres undefined)
32) CC(C)Cn1c(SCC(=O)N2CCc3ccccc3C2)nc2cc(Cl)ccc2c1=O
33) CC(C)(C)c1ccc(C(=O)c2c[nH]c(C(=O)O)c2)cc1
34) Clc1ccc2c(NCc3ccco3)ncnc2c1
35) O=C(O)CCC(=O)Nc1sc2c(c1C(=O)NCc1ccccc1)CCCC2
36) Cc1ccc(S(=O)(=O)N2CCOCC2)cc1C(=O)N(Cc1nnc(-c2ccccc2Cl)o1)C1CC1
37) Cc1cc(C)c(NC(=O)CNC(=O)Cc2sc(C)nc2-c2ccc(F)cc2)c(C)c1
38) O=C(Oc1cccc(C(=S)N2CCOCC2)c1)c1cccc(Cl)c1
39) CN(C(=O)CCn1c(=S)oc2ccccc21)C1CCCCC1
40) O=C1C=C(Nc2cccc(Cl)c2)CC(c2ccco2)C1 (centres undefined)

Screen / compound no.	31	32	33	34	35	36	37	38	39	40
PDI turbidity	-6	-6	3	-4	-3	-3	5	1	5	5
HTR2A ag	1	-2	5	-3	3	-7	-13	3	1	-2
Cardio protect	-3	-23	-10	-26	-2	-5	3	-3	1	0
CaV13 ICDI inh	-6	-5	-4	-3	-12	-9	-6	-4	9	-8
Glyco luc inh	-1	-1	-11	1	2	-3	0	0	-1	4
ABCB6 inh MLPCN	102	103	97	92	100	96	111	99	97	99
hiPSC survival	1.5	1.2	1.0	2.6	0.2	-0.3	0.9	0.3	0.0	0.6
Vif imaging	x	4	2	1	3	-15	-11	27	1	0
aDG glyco up	2.6	0.2	0.0	2.1	0.1	0.5	-0.1	0.0	-0.1	0.2
Exocytosis inh	-1	1	8	-1	4	0	4	5	15	2

41) Cc1cc(=O)n2nc(N3CCC(C(=O)NCc4ccco4)CC3)sc2n1
42) O=C(CC(Nc1ccc(F)cc1)C(=O)O)c1ccccc1 (centres undefined)
43) COC(=O)c1ccc(NC(=O)COc2ccc3c(c2)OCO3)cc1
44) O=C(CN1c2cccc3cccc(c23)S1(=O)=O)Nc1ccccc1F
45) COc1ccc(C(=O)Nc2ccc(N3CCOCC3)cc2)cc1S(=O)(=O)N1CCOCC1
46) CCCNS(=O)(=O)c1ccc(-n2cnnn2)c(OC)c1

Screen / compound no.	41	42	43	44	45	46
PDI turbidity	3	-14	3	15	-2	-5
HTR2A ag	5	4	1	-9	-7	4
Cardio protect	-2	-6	-4	2	2	2
CaV13 ICDI inh	-16	-7	-4	-3	x	-7
Glyco luc inh	3	-12	-1	2	0	2
ABCB6 inh MLPCN	96	99	89	100	92	102
hiPSC survival	-0.1	-3.1	0.5	-0.5	-0.4	1.2
Vif imaging	0	7	3	14	-5	11
aDG glyco up	-0.1	-0.2	-0.1	0.0	0.0	-0.1
Exocytosis inh	-2	0	2	-2	-2	3

# Taken from above.
# Reading for no. 41 in aDG glyco up: -0.1
# Reading for no. 46 in hiPSC survival: 1.2
# Reading for no. 43 in ABCB6 inh MLPCN: 89
# Reading for no. 44 in Exocytosis inh: -2
# Reading for no. 42 in HTR2A ag: 4
# Reading for no. 45 in Glyco luc inh: 0
